Screening data as filed in PubChem.
KinaseGlo FLuc: Kinase-Glo luciferase inhibition (counter-screen). Kinase-Glo luciferase, ATP luminescence, 8 min. Potency, µM (titrated, usually from 38.3 µM), for inactives: top-dose activity change, negative = inhibition, usual class: inhibitors. 200,000 tested, 0.28% active; also: potency is read from the fitted curve at half-maximal effect; % is scaled to controls: 0 for no effect and ±100 for the full control effect; nearly all actives have a fitted effect of over 60% in size
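Compounds were added to a substrate mix at pH 7.2 (50 mM imidazole, 10 uM ATP, within the enzyme's linear range), followed by Kinase-Glo detection reagent; luminescence was measured after 8 minutes at ambient temperature.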
HttQ103 aggreg: inhibitors of mutant huntingtin aggregate formation in PC12 cells. PC12 HttQ103-GFP aggregates, Acumen cytometry, 40 h. Potency, µM (series often up to 46.1 µM), inactives show top-dose activity change, negative = inhibition, actives largely listed as inhibitors. 220,000 tested, 1.1% active; also: potency is read from the fitted curve at half-maximal effect; % is scaled to controls: 0 for no effect and ±100 for the full control effect; nearly all actives have a fitted effect of over 60% in size
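Aggregates are detected as GFP objects 1–25 µm with signal 6 STDEV over background in lysates of induced PC12 cells. These carry Huntingtin exon 1 with 103 glutamines fused to GFP under an ecdysone promoter; compounds titrated.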
NPSR antag: blocks cAMP signaling of the human neuropeptide S receptor | AID 1461 | Potency, µM (top dose mostly 38.3 µM), for the others: at the top dose activity change, negative = inhibition, usual class: inhibitors | Q6W5P4 | CHO-NPSR cells, cAMP TR-FRET, antagonist mode | 220,000 tested, 1% active; also: potency is read from the fitted curve at half-maximal effect; % is scaled to controls: 0 for no effect and ±100 for the full control effect; nearly all actives have a fitted effect of over 50% in size; many of its hits are not listed in these tables
Target sequence (Q6W5P4 whole entry, looked up): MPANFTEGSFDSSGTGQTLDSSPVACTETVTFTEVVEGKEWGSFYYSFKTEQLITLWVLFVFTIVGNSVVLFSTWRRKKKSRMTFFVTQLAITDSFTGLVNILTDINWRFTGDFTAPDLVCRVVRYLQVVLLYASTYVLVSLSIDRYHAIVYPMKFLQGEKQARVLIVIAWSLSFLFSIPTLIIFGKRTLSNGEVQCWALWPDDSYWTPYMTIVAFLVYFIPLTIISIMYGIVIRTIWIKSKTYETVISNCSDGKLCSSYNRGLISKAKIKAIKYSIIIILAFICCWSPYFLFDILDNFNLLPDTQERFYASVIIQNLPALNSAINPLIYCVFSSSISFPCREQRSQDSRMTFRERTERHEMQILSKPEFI
Epigenetic derep: regulators of epigenetic silencing causing reporter derepression in mouse cells | Potency, µM (top dose mostly 53.9 µM), inactives show at the top dose GFP activation, actives largely listed as activators | 280,000 tested, 0.2% active | murine LDR cells, GFP reporter derepression, 30 h; also: potency is read from the fitted curve at half-maximal effect; % of control where 0% means no effect; nearly all actives have a fitted effect of over 60% in size
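Murine LDR cells bearing a silenced CMV-driven GFP reporter were exposed to compound for 30 h at 37 C. After PBS washes, GFP-positive cells (20-120 um objects) counted by laser-scanning microplate cytometry.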
CBFb-RUNX1 inh: CBF-beta/RUNX1 interaction disruption | AID 1477 | Potency, µM (highest dose often 59.8 µM), for the others: at the highest dose activity, negative = inhibition, usual class: inhibitors | 230,000 tested, under 10 active | AlphaScreen CBFb-His/RUNX1-biotin binding, biochemical; also: % of control where 0% means no effect
Target sequence (Q01196 whole entry, looked up): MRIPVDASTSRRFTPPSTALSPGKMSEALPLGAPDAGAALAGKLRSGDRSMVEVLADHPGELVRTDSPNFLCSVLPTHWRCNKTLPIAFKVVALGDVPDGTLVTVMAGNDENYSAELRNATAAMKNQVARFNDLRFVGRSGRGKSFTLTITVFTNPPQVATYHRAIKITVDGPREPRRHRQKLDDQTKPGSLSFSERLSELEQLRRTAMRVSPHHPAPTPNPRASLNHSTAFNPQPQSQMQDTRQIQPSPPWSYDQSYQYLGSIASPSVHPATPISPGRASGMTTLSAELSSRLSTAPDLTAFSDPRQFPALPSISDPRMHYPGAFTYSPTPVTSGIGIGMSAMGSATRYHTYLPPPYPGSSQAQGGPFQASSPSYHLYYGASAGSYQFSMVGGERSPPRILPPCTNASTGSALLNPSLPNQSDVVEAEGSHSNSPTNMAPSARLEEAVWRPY
Target sequence (Q13951 whole entry, looked up): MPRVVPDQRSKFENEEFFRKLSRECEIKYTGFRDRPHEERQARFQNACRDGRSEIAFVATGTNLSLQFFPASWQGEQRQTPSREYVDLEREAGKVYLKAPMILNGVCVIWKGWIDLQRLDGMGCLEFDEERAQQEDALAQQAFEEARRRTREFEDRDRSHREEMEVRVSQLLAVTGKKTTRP
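Read-out: AlphaScreen. Format: His-CBF-beta with biotinylated RUNX1 (30 nM each) preincubated 20 min, compound 15 min, Ni-chelate plus streptavidin beads 90 min; room temperature throughout.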
L3MBTL1 block: blocks human L3MBTL1. Q9Y468. AlphaScreen L3MBTL1–H3K9me1 peptide binding. Potency, µM (highest dose often 57.1 µM), inactives show top-dose activity, negative = inhibition, usual class: inhibitors. 230,000 tested, 0.66% active. AID 485360; also: potency is read from the fitted curve at half-maximal effect; % is scaled to controls: 0 for no effect and ±100 for the full control effect; nearly all actives have a fitted effect of over 60% in size
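L3MBTL1 50 nM + b-AHA-H3(1-15)K9me1 75 nM, 30 min RT; compound added, 30 min RT; streptavidin donor/Ni-chelate acceptor beads 10 ug/mL each final, 30 min RT dark; AlphaScreen read.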
IMPase Li inh: IMPase inhibition in cells with lithium potentiation. 210,000 tested, 0.35% active. CHO-M1 cells, IP1 TR-FRET (IP-One), carbachol + lithium. Potency, µM (doses to about 59.4 µM), for the others: at the highest dose activity, negative = IMPase inhibition, most hits filed as inhibitors;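 also: IP1 builds up when IMPase is blocked and the TR-FRET signal falls; potency is read from the fitted curve at half-maximal effect; plate controls were basal vehicle for no effect and high inhibitor control for full effect; nearly all actives have a fitted effect of over 50% in size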
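CHO cells stably expressing M1 receptor (2000/well) were cultured 16–30 h, then exposed to compounds with a small lithium addition for 30 min at 37C. IP1 was measured by TR-FRET competition; AC50 from Hill fits.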
Numbers without * were called inactive; ? = inconclusive; nt = not tested or not shown; [ ] = remark or other dose. Calls follow the shape of the dose curve; as a rule, active = well fitted curve in the direction sought with a large enough effect; inconclusive = small, poorly fitted or top-dose-only effect, or another doubt; inactive = no such curve, though single readings can be large; an effect the other way counts as inactive or inconclusive. Only part of the results is shown (hit frequency here may not be typical).

Values in the order: KinaseGlo FLuc, HttQ103 aggreg, NPSR antag, Epigenetic derep, CBFb-RUNX1 inh, L3MBTL1 block, IMPase Li inh
COc1nc(N=C(N)N)nc2ccc(C)cc12
→ nt, 4%, 9%[46.1 µM], -1.8%, 4%, 1%, nt
NC(=O)C1CCN(c2ncc(C(F)(F)F)cc2Cl)CC1
→ 0%, 3%, 15%, 2.4%, 5%, nt, -7%
CCC(=NCc1ccc(Cl)c(Cl)c1)c1nc(-c2ccco2)oc1O
→ 1%, -14%, -48%, 5.2%, -18%, -28%, 11%
CC(=O)c1ccc(O)c(CC=C(C)C)c1
→ nt, ?, -1%, 3.6%, 19%, nt, nt
COc1ccc(C2C(C#N)=C(N)Oc3cc(C)n(Cc4ccco4)c(=O)c32)cc1 (stereo unspecified)
→ -4%, 1%, -5%[46.1 µM], -0.8%, 0%, nt, 1%[38.3 µM]
CCOC(=O)c1[nH]c2ccccc2c1NC(=S)Nc1cccc(C)c1C
→ -3%, 13%, -34%, 0.3%, 4%[2.36 µM], -2%, -4%
Cc1cc(Cl)ccc1-n1c(-c2cccnc2)n[nH]c1=S
→ nt, 19%[9.22 µM], 7%, 6.4%, -5%, -17%, nt
CCN(CC)CCn1c2ccc(Cl)cc2c2nc(C)sc21
→ -5%, 12%, -16%[46.1 µM], ?, 2%, nt, 34%[38.3 µM]
O=S(=O)(Nc1ccc2ccccc2c1)c1ccccc1
→ -4%, 6%, -3%, 1.1%, 7%, 14%, 8%
Cc1nn(C)c(C(=O)Sc2ccccc2)c1[N+](=O)[O-]
→ nt, -9%[9.22 µM], -30%, 8.5%, 6%, 0%, nt
O=S(=O)(Nc1nc2ccccc2[nH]1)c1ccccc1
→ 0%, -13%, -9%[46.1 µM], -2.9%, -3%, -5%, 25%[38.3 µM]
COc1ccc(S(=O)(=O)CCC(=O)Nc2c(C)n(C)n(-c3ccccc3)c2=O)cc1
→ 3%, -1%, -4%[46.1 µM], 1.2%, -1%, nt, 10%[38.3 µM]
Cc1c(C(=O)N2CCOCC2)sc(NC(=O)c2ccc3c(c2)OCO3)c1C#N
→ -1%, -6%, ?, 0.0%, -14%, nt, 27%[38.3 µM]
CC(=O)c1ccccc1OC(=O)c1c(F)cccc1F
→ nt, -6%[9.22 µM], 9%, -0.4%, 5%, nt, nt
COc1ccccc1NC(=O)c1nn(-c2ccccc2)ccc1=O
→ 1%, -12%, -12%[46.1 µM], 2.4%, 8%, -2%, 13%[38.3 µM]
CCC1=NC(c2ccc(OC)cc2)N(O)C1(C)C (stereo unspecified)
→ 8%, 12%[9.22 µM], -10%[46.1 µM], 2.1%, -5%, nt, 45%[activator][38.3 µM]
CCOC(=O)/C(N=Nc1ccc(F)cc1)=C(/O)c1ccc([N+](=O)[O-])cc1
→ -1%, -8%, -4%[46.1 µM], -0.9%, -5%, nt, 29%[38.3 µM]
COC(=O)CCC(=O)OC1(C)C(=O)C2=CN(CCCCO)C(c3ccc(OC)cc3)=CC2=C(Br)C1=O (stereo unspecified)
→ -9%[7.66 µM], nt, nt, nt, -5%[13.1 µM], -18%, 8%
CC(C(=O)O)n1c(C(F)(F)F)nc2ccccc21 (stereo unspecified)
→ 19%, 12%, -3%[46.1 µM], 1.0%, 0%, nt, 22%[38.3 µM]
O=C(O)C1CCCCC1C(=O)NCCCn1ccnc1 (stereo unspecified)
→ -3%, 6%, -5%[46.1 µM], 2.5%, -12%, nt, 12%[38.3 µM]
O=C(Oc1ccc(OC(=O)N2CCCCC2)cc1)c1ccccc1
→ -2%, 4%, 2%[46.1 µM], 1.2%, 2%, -6%, 67%[activator][38.3 µM]
C=CCn1cc(C(=O)NCC2CCCO2)c(=O)c2cc(S(=O)(=O)N3CCCCCC3)ccc21 (stereo unspecified)
→ -5%, -14%, -23%[46.1 µM], -0.3%, 2%, -3%, 14%[38.3 µM]
Cc1ccccc1NC(=O)CSc1nc(N2CCCCC2)nc(N2CCCCC2)n1
→ -2%, -1%, -1%[46.1 µM], 1.4%, -3%, -1%, -4%[38.3 µM]
CC(=O)/C(C#N)=C1\NC(=O)C(Cc2ccccc2C)S1 (stereo unspecified)
→ nt, 35%[9.22 µM], -46%, 0.0%, 7%, nt, nt
O=C(CN1C(=O)COc2ccc(S(=O)(=O)N3CCCC3)cc21)N1CCCC1
→ nt, -8%[9.22 µM], 6%, 3.0%, 6%, nt, nt
CCC(=O)Nc1ccc(C(=O)NNC(=O)c2cc([N+](=O)[O-])cc([N+](=O)[O-])c2)cc1
→ 2%, -10%[9.22 µM], -18%, 0.1%, 6%, -2%, 5%
COc1ccc(-c2cc(C(F)(F)F)nc(SCC(=O)N3CC(C)OC(C)C3)n2)cc1OC (stereo unspecified)
→ -2%, 17%, -12%[46.1 µM], -1.0%, 3%, 5%, -17%
Cc1c2cn[nH]c(=O)c2c(C)n1Cc1ccc(F)cc1
→ -2%, -1%, -15%[46.1 µM], -0.9%, 3%, 0%, 27%[38.3 µM]
Cc1oc(-c2cccs2)nc1CN1CCN(CC(C)C)C(CCO)C1 (stereo unspecified)
→ nt, -4%[9.22 µM], -7%, -0.1%, 12%, -6%, 9%
CCc1cc2c(NCCC(=O)O)nc(C)nc2s1
→ -2%, 0%, -7%[46.1 µM], 2.0%, 11%, 5%, 18%[38.3 µM]
CCc1ccc(C2CC(c3ccccc3)n3ncnc3N2)cc1 (stereo unspecified)
→ 2%, -18%, -21%[46.1 µM], 0.8%, 0%, nt, 7%[38.3 µM]
O=C(CSc1nnc2n1CCCN2)c1ccc([N+](=O)[O-])cc1
→ nt, 1%[9.22 µM], 9%, -1.1%, -10%, -7%, nt
C=CCSc1nnc2c(n1)OC=Nc1ccc(Br)cc1-2
→ -7%, -15%, -6%[46.1 µM], 0.9%, 13%, -4%, -4%[38.3 µM]
Cc1ccc(NC(=O)C2C(C(=O)O)C3C=CC2C32CC2)cc1 (stereo unspecified)
→ 0%, 24%, 0%[46.1 µM], 0.0%, 3%, nt, 25%[38.3 µM]
O=C1CC(c2ccncc2)c2cc3c(cc2N1)OCCO3 (stereo unspecified)
→ 0%, -2%, 0%[46.1 µM], 0.0%, -2%, nt, -4%[38.3 µM]
O=C(COCCOCC(=O)N(c1ccccn1)C1CCCCC1)N(c1ccccn1)C1CCCCC1
→ -2%, 6%, -9%[46.1 µM], 2.5%, 3%, 8%, 7%
O=C(NCc1nnc2n1CCCCC2)c1ccc(Cl)cc1Cl
→ -4%, -2%, 9%[46.1 µM], -0.1%, -1%, nt, 22%[38.3 µM]
CCOc1ccccc1NC(=O)Nc1cc(S(=O)(=O)N(C)C)ccc1C
→ nt, -6%[9.22 µM], -4%, 1.6%, 16%, -5%, nt
COc1ccc(-c2ccc([C@H]3[C@H]4C=CC[C@@H](C)[C@@H]4C(=O)N3Cc3ccccc3)c(F)c2)cc1
→ nt, -10%[9.22 µM], ?, -1.1%, 11%, nt, nt
CCN(CC)S(=O)(=O)c1ccc(NCc2ccccc2)nc1
→ 4%, -28%, -1%[46.1 µM], -1.1%, 6%, 2%, -8%[38.3 µM]
COC(=O)c1ccc(C(=O)OC)c(NC(=O)CSCc2ccccc2Br)c1
→ 4%, -2%, -26%[46.1 µM], 0.4%, 2%, 6%, -19%[38.3 µM]
CN(Cc1ccccc1)C(=S)Nc1ccc2nc3n(c(=O)c2c1)CCCCC3
→ 1%, -3%, -16%, 1.1%, -4%, -6%, 0%
O=C(CCc1[nH]c2ccccc2c1Sc1ccccc1)NCCO
→ 2%, 10%, 8%, 1.0%, ?, 16%, -7%
CNC(=S)N/N=C/c1ccc(N2CCOCC2)s1
→ -10%, 35%, 21%, 3.8%, -2%, -13%, 42%[activator]
O=S(=O)(NC1CC1)c1ccc(S(=O)(=O)N2CCc3ccccc32)cc1
→ -1%, ?, -8%[46.1 µM], 1.0%, 3%, 7%, 4%[38.3 µM]
Cc1cc(OC(C)C(N)=O)nc(-c2ccccc2)n1 (stereo unspecified)
→ -1%, -9%, 5%, -0.3%, -6%, -3%, 4%
CCOC(=O)CCCC(=O)N1CCOCCOCCOCC1
→ nt, 7%[9.22 µM], -17%, -2.0%, 2%, 56%[activator], nt
FC(F)(F)c1cccc(N2CCN(C(=S)NC3CCCCC3)CC2)c1
→ 0%, 22µM*, -47%, -1.0%, 10%, -5%, 22%
CCC/C=C(\CCC)C(NC(=O)c1ccc(-c2ccccc2)cc1)c1ccc(C(=O)OC)cc1 (stereo unspecified)
→ -2%, nt, nt, 0.2%, -21%, nt, -8%
CCCCC(NC(C)=O)c1nc2ccccc2[nH]1 (stereo unspecified)
→ -1%, 2%, 2%[46.1 µM], 0.4%, 0%, 31%, 35%[38.3 µM]
Nc1nc(Sc2ccc(C(F)(F)F)cn2)n[nH]1
→ 3%, -4%, 16%, -1.8%, 7%, 6%, -7%
COc1cccc(CCNC(=O)CC2C(=O)NCCN2CC(C)(C)C)c1 (stereo unspecified)
→ 6%, -1%, -4%, 0.0%, 15%, -4%, 3%
CSCCC(NC(=O)c1cncc(Br)c1)C(=O)O (stereo unspecified)
→ 1%, 7%, 8%[46.1 µM], 0.0%, -1%, nt, -18%[38.3 µM]
O=C(O)CN(c1ccccc1[N+](=O)[O-])S(=O)(=O)c1ccccc1
→ 4%, 0%[9.22 µM], -10%, 4.0%, 3%, 11%, -5%
Cc1ccc(-c2nnc(N3CCN(S(C)(=O)=O)CC3)c3ccccc23)cc1
→ 1%, 12%, -24%[46.1 µM], -1.1%, 10%, -2%, 26%[38.3 µM]

Copied from the list.
O=C(O)CN(c1ccccc1[N+](=O)[O-])S(=O)(=O)c1ccccc1 | HttQ103 aggreg: 0%[9.22 µM]
COc1ccc(-c2ccc([C@H]3[C@H]4C=CC[C@@H](C)[C@@H]4C(=O)N3Cc3ccccc3)c(F)c2)cc1 | Epigenetic derep: -1.1%
COC(=O)c1ccc(C(=O)OC)c(NC(=O)CSCc2ccccc2Br)c1 | Epigenetic derep: 0.4%
COc1cccc(CCNC(=O)CC2C(=O)NCCN2CC(C)(C)C)c1 (stereo unspecified) | HttQ103 aggreg: -1%
C=CCSc1nnc2c(n1)OC=Nc1ccc(Br)cc1-2 | IMPase Li inh: -4%[38.3 µM]

Molecules from the list above with a furan ring, fused or not (two):
Values in the order: KinaseGlo FLuc, HttQ103 aggreg, NPSR antag, Epigenetic derep, CBFb-RUNX1 inh, L3MBTL1 block, IMPase Li inh
CCC(=NCc1ccc(Cl)c(Cl)c1)c1nc(-c2ccco2)oc1O
→ 1%, -14%, -48%, 5.2%, -18%, -28%, 11%
COc1ccc(C2C(C#N)=C(N)Oc3cc(C)n(Cc4ccco4)c(=O)c32)cc1 (stereo unspecified)
→ -4%, 1%, -5%[46.1 µM], -0.8%, 0%, nt, 1%[38.3 µM]
